# HTR5A ag – HTR5A agonism, opioid heterodimer counter-screen; P47898; HTR5A agonist assay, luminescence, cell-based; activation, % at 9.3 µM; hit rate 0.61% among 340,000; AID 504692; in the data active = activation mostly above about 9.5%, no sharp cut-off; inactive = mostly below about 7.6%;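 note: 0% = cells with vehicle only and 100% = reference agonist; strong numbers were not always called active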
# Target sequence (P47898 whole entry, looked up): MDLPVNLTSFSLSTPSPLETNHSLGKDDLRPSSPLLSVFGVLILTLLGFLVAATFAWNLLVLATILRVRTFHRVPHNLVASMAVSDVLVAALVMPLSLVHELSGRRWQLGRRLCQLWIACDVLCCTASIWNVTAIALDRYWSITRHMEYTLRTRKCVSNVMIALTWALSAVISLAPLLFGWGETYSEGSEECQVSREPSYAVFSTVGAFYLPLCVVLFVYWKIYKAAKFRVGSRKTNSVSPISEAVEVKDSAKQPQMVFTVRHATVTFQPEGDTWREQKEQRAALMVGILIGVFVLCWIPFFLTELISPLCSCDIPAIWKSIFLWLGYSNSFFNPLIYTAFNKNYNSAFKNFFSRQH
# Arr AP2 block – blocks beta-arrestin peptide binding to AP2 adaptin | FITC-arrestin peptide / GST-AP2 beads, flow cytometry; AP2 beta2 appendage carries R879A mutation | inhibition, % at 10 µM | hit rate 0.31% among 340,000 | AID 504490;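 active = inhibition above a set limit, near 3 SD of compounds lacking own fluorescence, cut at about 54% in these data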;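 note: plate controls were DMSO wells for no effect and 5 µM unlabelled arrestin peptide for full effect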
#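 test system = AP2 appendage R879A on GSH beads | buffer or medium = PBS plus Tween 20 (0.05%) and BSA (0.1%) | incubation = 12 min plus 1 h, RT | detection = bead flow cytometry, FITC channel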
# OPRM1-OPRD1 ag – OPRM1-OPRD1 heterodimerization agonism | cells, luminescence | P35372+P41143 | hit rate 0.3% among 340,000 | activation, % at 9.3 µM; in the data active = activation above about 18%;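 note: 0% = vehicle-treated cells and 100% = reference agonist; values of inactives mirror those of a sister screen read the other way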
# Pemphigus Ab inh – inhibitors of pemphigus antibody binding to human desmoglein-3. P32926. DSG3-coupled beads, scFv-anti-DSG3-GFP binding, flow cytometry; stronger effect = lower value. binding (percent of control), % at 10 µM. hit rate 0.48% among 310,000;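 active = binding more than 3 SD below its plate's average and above zero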; note: some compounds called inactive have numbers as strong as hits
# PKA-R1A activ – PKA-R1A complex activation; hit rate 0.083% among 340,000; P00514+P68181; PKA-R1A dissociation, Cy5-IP20 fluorescence polarization; scaled: DMSO 0%, 113 µM cGMP 100%; activation, % at 11.4 µM;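 active = percent activation above the mean of all tested compounds plus 3 SD, cut at about 19% in these data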;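 note: higher means more PKAc released from R1A so a rise in polarization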
# V-ATPase pHluor – yeast V-ATPase proton transport regulation by pHLuorin | S. cerevisiae, pHLuorin cytosolic pH fluorescence | response, % at 10 µM | hit rate 0.37% among 350,000; in the data active = response mostly above about 7.3%, no sharp cut-off; inactive = mostly below about 5.4%; note: actives read high; inactives centre near 0; some compounds called inactive have numbers as strong as hits; reference of the scale not given here
# DAGLB inhibitor – diacylglycerol lipase beta (human) inhibition. hit rate 0.059% among 340,000. AID 504411. HEK293T DAGLB membrane lysate, EnzChek fluorogenic substrate. inhibition, % at 5.17 µM; in the data active = inhibition above about 34%;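 note: 0% = enzyme with vehicle and 100% = wells lacking enzyme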
# PKA-R2B act – activators of human PKA-R2B complex | P22694+P31323 | PKA-R2B holoenzyme dissociation, Cy5-IP20 fluorescence polarization; R2B truncated from residue 108, S112A mutant; 0% DMSO only, 100% 113 µM cGMP | activation, % at 11.4 µM | hit rate 0.079% among 340,000 | AID 504700;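 active = activation above a cutoff set at the mean over all compounds plus 3 SD, cut at about 18% in these data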;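 note: higher means more holoenzyme dissociation and a rise in polarization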
# Target sequence (P31323 whole entry, looked up, other chains not shown, the tested form may be a part): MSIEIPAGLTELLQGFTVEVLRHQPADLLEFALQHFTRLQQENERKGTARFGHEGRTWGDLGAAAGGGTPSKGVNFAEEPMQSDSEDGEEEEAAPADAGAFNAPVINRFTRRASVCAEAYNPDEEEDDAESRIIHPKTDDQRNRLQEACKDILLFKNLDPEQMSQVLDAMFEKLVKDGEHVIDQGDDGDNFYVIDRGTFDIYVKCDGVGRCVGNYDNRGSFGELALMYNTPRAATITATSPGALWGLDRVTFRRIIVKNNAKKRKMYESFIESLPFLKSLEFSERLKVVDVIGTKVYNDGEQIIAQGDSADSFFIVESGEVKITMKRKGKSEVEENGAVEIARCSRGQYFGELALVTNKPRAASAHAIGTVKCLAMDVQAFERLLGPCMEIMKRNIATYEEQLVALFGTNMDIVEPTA
# MOR-DOR inv ag – mu-delta opioid heterodimer inverse agonism | P35372+P41143 | cell-based MOR-DOR heterodimer luminescence | inhibition, % at 9.3 µM | hit rate 0.21% among 340,000; in the data active = inhibition above about 22%, passing the limit was not always enough;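 note: 0% = cells with DMSO and 100% = wells without cells with DMSO; values of inactives mirror those of a sister screen read the other way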
# HTR5A inv ag – inverse agonist of human HTR5A in OPRM1-OPRD1 counter-screen. hit rate 0.083% among 340,000. HTR5A cell line, luminescence, inverse agonism. inhibition, % at 9.3 µM. AID 504634; in the data active = inhibition mostly above about 23%, no sharp cut-off; inactive = mostly below about 18%;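 note: 0% = cells with DMSO and 100% = no-cell wells with DMSO; some compounds called inactive have numbers as strong as hits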
# An asterisk follows results filed as active; . = not tested or not shown; & = joins results of further samples.
# The line under a structure holds: DAGLB inhibitor	Arr AP2 block	HTR5A inv ag	PKA-R2B act	Pemphigus Ab inh	OPRM1-OPRD1 ag	PKA-R1A activ	MOR-DOR inv ag	V-ATPase pHluor	HTR5A ag
- CCN(CC)C(=O)c1[nH]cnc1C(=O)NC1CCN(C(=O)OC(C)(C)C)CC1
  -3	22	-26	-10	108	-1.3	-2	7	-6	9
- Cc1ccc(-n2c(=O)c3sccc3n(CC(=O)NC3CCCCC3)c2=O)cc1
  1	0	-10	8	103	-2.2	13	12	-1	4
- COc1cc(C(=O)CSc2nncn2C)cc(OC)c1OC
  -2	2	-6	4	102	-2.6	-4	15	1	2
- COc1ccc(S(=O)(=O)Nc2ccc(S(=O)(=O)N3CCOCC3)cc2)cc1
  2	7	-23	-6	102	1.8	2	-10	5	1
- O=C(Nc1ccc(N2CCOCC2)cc1)c1cc(F)c(F)cc1Cl
  0	4	26	2	85	-1.7	-7	9	2	1
- Cc1noc(C)c1COc1cccc(C(=O)Oc2ccc3c(c2)OCO3)c1
  -16	7	-5	-8	98	-1.3	-16	7	6	-2
- C[C@H](O)[C@@H]1CN2CCc3c([nH]c4ccccc34)[C@@H]2C[C@@H]1N(C)C(=O)Nc1cc(Cl)cc(Cl)c1
  -3	.	.	-12	.	.	-9	.	-3	.
- CCOC(=O)C1CCN(C(=O)COC(=O)c2nn(C)c(=O)c3ccccc23)CC1
  0	28	-35	6	99	-1.2	-17	6	-2	1
- Cc1cc(C(=O)OCC(=O)Nc2nnc(C(C)C)s2)c2ccccc2n1
  0	28	-6	-5	44	2.0	1	-11	-4	9
- COc1ccc(C(=O)Cc2ccc(OC)c(OC)c2)cc1
  -3	4	0	2	117	-3.5	-4	16	-1	1
- COC(=O)[C@H]1C[C@H]1[C@@H](NC(=O)c1ccc[nH]1)c1ccccc1
  -2	11	-27	5	108	1.4	6	-8	0	9
- O=C(NCc1cccnc1)c1ccc2c(c1)OCO2
  2	-6	18	4	104	-2.5	5	13	2	-7
- CCOc1ccccc1N1CCN(C(=O)c2c(-c3ccccc3Cl)noc2C)CC1
  -3	-4	17	4	122	0.6	-5	-3	-1	7
- O=C(c1cccc(Cl)c1)N1CCC2CC1c1cc(N3CCOCC3)ccc12 (stereo unspecified)
  -3	-10	-11	-6	98	-2.7	-4	12	1	3
- CCCCC(=O)Nc1cc2nn(-c3ccc(OC)cc3)nc2cc1C
  -4	3	19	-6	102	-0.9	-5	5	2	1
- CCN1CCN(Cc2ccc(NC(=O)c3ccc(C)c(NC(=O)C(=O)c4c[nH]c5ccccc45)c3)cc2C(F)(F)F)CC1
  -4&1&0	5&36	-13&2	-8&-8&-7	103&122&115	5.5&14	1&-9&1	-31&-78	4&3&-1	2&6
- O=c1[nH]c(COc2ccc(Cl)cc2Br)nc2ccccc12
  -2	7	13	2	117	1.5	-7	-8	-1	7
- NS(=O)(=O)c1ccc(CNC(=O)CSc2ccccc2)cc1
  0	40	-15	1	110	-2.7	-4	14	-3	6
- CC(C)(C)c1ccc(C(=O)C2CC2)cc1
  -11	.	.	5	99	.	-5	.	-2	.
- CCC(=O)N1c2ccccc2C(N(C(=O)CC)c2ccccc2)CC1C (stereo unspecified)
  2	2	0	4	108	-3.2	-2	17	-4	-2
- Cc1ccc2nc(N/C(=N/S(=O)(=O)c3cccs3)c3ccccc3Cl)sc2c1
  11	-15	29	1	.	-2.4	2	11	-2	-2
- Cn1c(Cl)cnc1C(O)(c1ccccc1)c1ccccc1
  -1	2	-22	-2	109	-2.7	-6	14	3	-3
- COc1cccc(-n2c(SCc3ccccn3)nc3c(c2=O)SCC3)c1
  1	-4	2	-3	101	-3.5	-12	16	-1	-1
- CCCCN1CC(=O)N2[C@H]3c4cc(Cl)ccc4OC[C@@H]3[C@H](C(=O)OCC)[C@]2(C)C1=O
  -1	8	-11	-3	102	-0.6	-9	3	-1	5
- CC(OC(=O)C1=COCCO1)C(=O)NC1CCCC(C)C1C (stereo unspecified)
  -2	.	.	1	99	.	-7	.	-1	.
- COc1cccc(CNc2ccc([N+](=O)[O-])cc2Cl)c1O
  3	14	-4	-7	99	-1.0	-5	5	6	2
- CN(C(=O)c1ccc(C#N)cc1)c1nnc(-c2cnccn2)s1
  1	-9	3	-5	98	-0.5	-10	2	5	2
- Cc1cccc(N2CCN(C(=O)C3CCN(S(=O)(=O)c4cccc5nsnc45)CC3)CC2C)c1 (stereo unspecified)
  -1	3	-6	0	103	0.5	2	-2	-2	-3
- CC(=O)Nc1ccc(OCC(=O)N2CCc3ccccc3C2)cc1
  4	1	10	-2	.	-3.5	-12	19	-1	-1
- CCOc1ccccc1C(=O)NCC(=O)NCCc1ccc(S(N)(=O)=O)cc1
  -2	8	-8	1	.	-1.7	9	11	-3	2
- C/C=C/c1cc(OC)c2c(c1)[C@H](C)[C@@H](c1ccc(O)c(OC)c1)O2
  -5	24	-6	7	106	3.8	-10	-21	7	0
- COc1ccc(C2(O)CCN(CC(=O)Nc3nccs3)CC2)c(OC)c1
  -2	35	9	-6	107	-1.3	-4	7	0	-2
- O=C(NC1CCCC1)c1cc2ccccc2o1
  1	0	13	-2	114	-1.9	-6	8	-6	-5
- C/C(=N\NC(=O)c1ccccc1)c1ccc(-n2ccnc2)cc1
  -1	2	4	-14	127	-2.1	1	13	-1	2
- CCN(CC)c1ccc(/C=N/Nc2ccccc2)c(O)c1
  1	24	45*	-13	108	0.2	5	-1	-1	0
- CCN(CC)CC(=O)NC1CCCc2c1cnn2-c1cc(F)cc(F)c1 (stereo unspecified)
  -1	6	20	-2	113	-2.2	-2	11	-2	-5
- COc1ccc(C(=O)N2CCN(S(=O)(=O)N3CCOCC3)CC2)cc1OC
  1	6	-9	10	116	-1.3	2	6	7	2
- COc1ccc(C)cc1NC(=O)CSc1nnc(COc2ccc(C)cc2)n1Cc1ccco1
  -1	1	-11	-8	101	0.1	-10	-1	-2	5
- CCN(CC)C(=O)CN(c1cc2c(cc1OC)oc1ccccc12)S(=O)(=O)c1ccc(C)cc1
  -9	-1	8	-13	106	-2.6	0	12	-2	-1
- O=C(NCC(=O)N(CC1CCCO1)C1(C(=O)NC2CCCCC2)CCCCC1)c1ccccc1 (stereo unspecified)
  2	27	-6	15	107	-1.3	7	7	-1	2
- COc1ccc(NS(=O)(=O)c2cccc(C(=O)N/N=C/c3c(F)c(F)c(F)c(F)c3F)c2)cc1
  1	6	7	-8	105	0.9	1	-4	-2	7
- O=C(OCc1ccccc1)c1ccc(Br)o1
  -5	1	2	-8	107	0.7	5	-4	3	-4
- CCCOc1cc(NCc2ccccc2)c2ncn(C(C)C)c2c1
  0	-5	-1	-10	110	5.9	-12	-32	-3	0
- O=C(COC(=O)c1cccnc1Cl)c1ccc(F)cc1
  -1	-8	-12	-14	99	-2.2	-3	11	7	1
- COc1ccc(-c2cnc3nc[nH]c(=O)c3n2)cc1
  -1	-7	10	0	.	0.0	-3	0	5	-1
- COC(=O)c1cc(-c2cc(OC)ccc2OC)nc2c1c(=O)n(C)c(=O)n2Cc1ccccc1
  2	-8	2	-9	.	-1.8	-5	13	1	-1
- COc1cc(C=NNC(=O)c2ccccc2-n2cccc2)ccc1O
  -1	13	14	2	91	-0.9	-7	3	0	-6
- N#Cc1ccccc1S(=O)(=O)N1CCN(C(=O)CN2CCCC2c2cccs2)CC1 (stereo unspecified)
  -1	-10	-2	-2	148	-1.8	-6	7	-5	-1
- CC(C)(C)c1cc(OS(C)(=O)=O)ccc1O
  0	-13	-6	-1	142	-1.3	-7	7	1	2
- CCOC(=O)C1=C(c2ccccc2)NC(=S)NC1c1ccc(C)c([N+](=O)[O-])c1 (stereo unspecified)
  2	7	-2	0	100	0.4	5	-3	-1	2

# The results go on:
# The line under a structure holds: DAGLB inhibitor	Arr AP2 block	HTR5A inv ag	PKA-R2B act	Pemphigus Ab inh	OPRM1-OPRD1 ag	PKA-R1A activ	MOR-DOR inv ag	V-ATPase pHluor	HTR5A ag
- Cn1c(=O)[nH]c(=O)c2c1nc(N1CCc3ccccc3C1)n2CCSc1nc2ccccc2s1
  1	7	-9	-15	98	-0.7	-11	4	5	3
- CC(C)CC(OC(=O)c1ccco1)C(=O)NC1CCCCC1 (stereo unspecified)
  0	11	4	-2	.	-2.0	-6	11	2	-1
- COCCNC(=O)c1onc(CSc2ccccc2C)c1C(=O)O
  2	6	-30	-5	100	-1.1	4	7	3	10
- Cc1ccc(C(=O)COC(=O)c2cnccn2)cc1[N+](=O)[O-]
  0	40	19*	-7	105	-11	2	54*	-1	-7
- CCC(C)NC(=O)Cn1c(=O)sc2ccccc21 (stereo unspecified)
  -1	-14	-19	-5	92	-2.6	-4	13	0	6
- O=S(=O)(Cc1cc(Oc2ccccc2)nc(-c2ccccc2)n1)c1ccccc1
  -8	19	22	6	102	-0.1	-13	0	0	-10
- N#Cc1cc2cc3c(cc2nc1Cl)OCCO3
  -1	.	.	-10	97	.	0	.	0	.
- COC(=O)c1cc2c(C)c(C)c3ccccn3c-2c1C(=O)OC
  5	10	10	12	95	0.8	-5	-5	-1	2
- CCc1ccc(NC(=O)Cn2ncc3c4ccccc4n(C)c3c2=O)cc1
  0	4	-37	1	85	2.1	0	-11	-4	10
- COc1ccccc1OCC(=O)Nc1ccc2c(c1)n(C)c(=O)n2C
  0	5	-18	-11	112	0.8	-8	-4	3	7

# Some of these compounds in order of their number in PKA-R2B act, largest number first.
mol	PKA-R2B act
COc1cc(C(=O)CSc2nncn2C)cc(OC)c1OC	4
COC(=O)c1cc(-c2cc(OC)ccc2OC)nc2c1c(=O)n(C)c(=O)n2Cc1ccccc1	-9
C[C@H](O)[C@@H]1CN2CCc3c([nH]c4ccccc34)[C@@H]2C[C@@H]1N(C)C(=O)Nc1cc(Cl)cc(Cl)c1	-12

# Additional structures
# The line under a structure holds: DAGLB inhibitor	Arr AP2 block	HTR5A inv ag	PKA-R2B act	Pemphigus Ab inh	OPRM1-OPRD1 ag	PKA-R1A activ	MOR-DOR inv ag	V-ATPase pHluor	HTR5A ag
- COc1ccc(O)c(/C=N/NC(=S)NCCc2ccccc2)c1
  7	-7	-26	-5	92	12	-12	-67	-57	11
- O=C(Nc1ccccc1N1CCOCC1)C1=COCCO1
  -1	0	-7	-2	97	-2.1	0	14	4	2
- Cn1c2c(c(=O)n(C)c1=O)C(c1ccccc1Cl)C(C#N)=C(N)O2 (stereo unspecified)
  3	-16	3	5	110	-3.3	3	17	0	0
- O=C(NCCc1nc2ccccc2[nH]1)/C(=C/c1ccc2c(c1)OCO2)NC(=O)c1ccc(Cl)cc1Cl
  3	13	-6	0	.	1.2	-14	-6	2	0
- CC(Sc1nc(N2CCOCC2)c2c(c1C#N)CC(C)(C)OC2)C(=O)Nc1ccccc1 (stereo unspecified)
  -2	16	2	0	93	-2.0	17	10	-2	-3
- COCCCNC(=O)C[C@H]1C[C@H](C(=O)N2CCOCC2)[C@@]2(CCC3CCCC3)c3[nH]c4cc(-c5ccco5)ccc4c3CCN2C1=O
  1	7	9	-6	104	-2.2	-4	11	-4	-3
- CC(C)c1nc(NCC2CCCO2)c(C#N)c2c1COC(C)(C)C2 (stereo unspecified)
  -7	-5	4	-2	103	-0.1	-2	0	1	-2
- CC(C)(O)CCCC(C)(O)c1ccc(C(=O)O)cc1O (stereo unspecified)
  -1	26	24	-9	105	-2.9	-5	14	-2	6

# Screening data as filed in PubChem BioAssay.
